ATXN viability – reduces viability in counter-screen for ATXN expression inhibitors | S2 cells (HEK-293 line with an ATXN2-luciferase reporter) viability, CellTiter-Fluor protease fluorescence, 24 h | Potency, µM (highest dose often 56.7 µM), actives largely listed as cytotoxic | 400,000 compounds, 0.49% hits; note: potency is the fitted concentration of half-maximal effect; nearly all actives have a fitted effect of over 40% in size
ATXN2 expr inh – reduces ATXN2 reporter expression in HEK-293 cells. HEK-293 ATXN2-luciferase reporter, luminescence, 24 h. Potency, µM (top dose mostly 57 µM), without a hit: at the highest dose activity change, negative = inhibition, most hits filed as inhibitors. 360,000 compounds, 0.72% hits. AID 1745845; note: potency is the fitted concentration of half-maximal effect; % is set by controls: 0 for no effect and ±100 for the full control effect; nearly all actives have a fitted effect of over 55% in size
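ATXN2-luciferase reporter cells (luciferase flanked by upstream and downstream ATXN2 gene portions) were treated 24 h at 37 °C with compounds at up to 57 uM. SteadyGlo luminescence gave expression; GF-AFC fluorescence gave viability.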
IL1B secr inh – inhibitors of inflammasome signaling (IL-1 beta secretion); AID 743279; THP-1 LPS/ATP IL-1B secretion, AlphaLISA, 16 h; hits give low values; 360,000 compounds, 4.7% hits; activity change, % at 57.5 µM; in the data active = activity change below about -50%; inconclusive = mostly about -30% to -49%; note: % is set by controls: 0 for no effect and ±100 for the full control effect
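THP-1 cells pretreated 1 hr with compounds (up to 57.5 uM final), then stimulated with LPS (250 ng/mL final) plus ATP (1.25 mM final); secreted IL-1B measured by AlphaLISA after 16 hr, decreased signal indicating inhibition.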
HepG2 viability – counter-screen for TGF-b inhibitors: cytotoxicity in HepG2 cells | HepG2 CAGA-GFP viability, ATP luminescence, 18 h | Potency, µM (highest dose often 46.1 µM), for the others: at the highest dose activity change, negative = cytotoxicity, hits mostly cytotoxic | 410,000 compounds, 0.76% hits; note: potency is the fitted concentration of half-maximal effect; some results filed as inactive show a strong effect at the top dose
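HepG2 CAGA-GFP cells (1000/well, DMEM with 1% FBS) received compound, then TGF-beta at 500 pg/mL final, and were incubated 18 hours at 37 degrees C. Viability was read by CellTiter-Glo luminescence. Media-only wells were set as complete cell-killing and DMSO as no toxicity.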
HT1080 IDH1KD tx – kills HT-1080 cells with IDH1 knockdown | HT-1080 IDH1 knockdown viability, ATP luminescence, 48 h | Potency, µM (titrated, usually from 46.1 µM), without a hit: top-dose activity, negative = toxicity, usual class: cytotoxic | 360,000 compounds, 2% hits;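 note: potency is the fitted concentration of half-maximal effect; 0% = DMSO wells and -100% = cell-free medium wells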
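IDH1KD HT-1080 cells, 750/well, RPMI + 5% FBS; compound pinned after 2 h settling; 48 h, 37 °C; CellTiter-Glo luminescence; % activity normalised to DMSO and no-cell wells; curves fitted, classed by r2 and efficacy.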
KB-3-1 cytotox – KB-3-1 parental cell cytotoxicity; KB-3-1 viability, CellTiter-Glo ATP luminescence, 72 h; Potency, µM (top dose mostly 46.1 µM), without a hit: top-dose activity change, negative = cytotoxic, hits mostly cytotoxic; 400,000 compounds, 1.4% hits; note: potency is the fitted concentration of half-maximal effect; % is set by controls: 0 for no effect and ±100 for the full control effect; nearly all actives have a fitted effect of over 60% in size
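KB-3-1 cells, DMEM (no phenol red) + 10% FBS; compound by pin transfer, 72 h, 37 °C. Readout: CellTiter-Glo luminescence after 10 min. Data normalized, curve-fitted.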
SW480 rereplic – inducers of DNA re-replication in SW480 colon cancer cells; SW480 DNA re-replication, Hoechst DNA content imaging, 48 h; 340,000 compounds, 1.8% hits; Potency, µM (series often up to 46.1 µM), inactives show at the highest dose re-replication activation, actives largely listed as activators; note: potency is the fitted concentration of half-maximal effect; % of control where 0% means no effect; nearly all actives have a fitted effect of over 55% in size
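Compounds, transferred as 23 nL by pin tool, were incubated with cells for 48 hr; DNA content per nucleus was then quantified by Hoechst staining and fluorescence plate imaging.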
HT1080-NT tox – kills 2HG-producing HT-1080-NT fibrosarcoma cells; Potency, µM (doses to about 46.1 µM), for inactives: top-dose activity, negative = less viability, hits mostly cytotoxic; AID 686970; HT-1080-NT fibrosarcoma viability, CellTiter-Glo ATP luminescence, 48 h; 360,000 compounds, 1.6% hits;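 note: NT is the 2HG producing partner of a matched IDH1 knockdown line; potency is the fitted concentration of half-maximal effect; 0% = DMSO-treated cells and -100% = media-only wells without cells; nearly all actives have a fitted effect of over 55% in size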
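A 48-hour cytotoxicity screen used HT-1080-NT cells plated 2 hours before compound delivery. ATP-based CellTiter-Glo luminescence measured viability, normalized to DMSO and no-cell controls.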
MCF10A rerep – DNA re-replication induction in MCF 10a cells; MCF 10A DNA re-replication, Hoechst nuclear intensity, 48 h; 350,000 compounds, 2.9% hits; Potency, µM (series often up to 46.1 µM), for inactives: at the top dose activity, positive = re-replication, most hits filed as activators; note: potency is the fitted concentration of half-maximal effect; % of control where 0% means no effect; nearly all actives have a fitted effect of over 50% in size
The depositor's hits bear a star; i = inactive; ? = inconclusive; / = not tested or not shown; [ ] = another dose, or the depositor's remark. Unless noted, calls come from the whole dose curve; as a rule, active = well fitted curve in the direction sought with a large enough effect; inconclusive = small, poorly fitted or top-dose-only effect, or another doubt; inactive = no such curve, though single readings can be large; an effect the other way counts as inactive or inconclusive.

mol | ATXN viability | ATXN2 expr inh | IL1B secr inh | HepG2 viability | HT1080 IDH1KD tx | KB-3-1 cytotox | SW480 rereplic | HT1080-NT tox | MCF10A rerep
COc1cc(/C=N/n2cnc3scc(-c4cccs4)c3c2=O)cc(OC)c1OC | i | 0% | 36 | 0% | ? | 4.6µM* | ? | ? | 12%
Cc1ccc(NC(=O)COC(=O)CNC(=O)c2cccs2)cc1S(=O)(=O)N1CCOCC1 | i | 4% | -25 | 3% | 4% | -14% | -7% | 6% | 5%
CCc1ccc2[nH]c(=O)c(CN(CCN3CCOCC3)C(=O)Nc3ccccc3F)cc2c1 | i | 9% | -10 | 12% | -11% | 0% | 2% | -7% | ?
CN(C)C(=O)c1ccc(Nc2ncnc3sc4c(c23)CCCCC4)cc1 | i | -14% | -12 | -15% | -25% | 3% | 0% | ? | 23%
Cc1ccc2[nH]c(=O)c(C(c3nnnn3CC3CCCO3)N3CCCc4ccccc43)cc2c1 (stereo unspecified) | i | 13% | 0 | -19% | ? | 3% | ? | 0% | 19%
Cc1ccc(-c2cc(C(=O)N/N=C/c3ccoc3)c3ccccc3n2)cc1 | i | 7% | -5 | -10% | ? | -4% | ? | -17% | ?
CCn1c(C(O)c2cccc(OC)c2OC)nc2ccccc21 (stereo unspecified) | i | 1% | 14 | -1% | ? | 10% | 3% | 14% | 1%
CC(C)C(C(=O)NCC1CCCO1)N(C(=O)CNS(=O)(=O)c1ccccc1)c1ccc(F)cc1 (stereo unspecified) | i | 9% | 3 | -9% | 11% | -2% | -1% | 17% | 15%
CC1CCCC(C)N1C(=O)COC(=O)c1ccc[nH]c1=O (stereo unspecified) | i | -14% | 5 | 1% | 16% | 4% | -12% | ? | 0%
CNC(=O)/C=C1\NC(C)(C)Cc2c1ccc1ccccc21 | i | -12% | -67* | -1% | -13% | ? | ? | -17% | ?
CCN(CC)C(=O)COC(=O)C1=NN(c2cc(C)ccc2C)C(=O)CC1 | i | 17% | 25 | -4% | 2% | 1% | -3% | 17% | 4%
CNC(=O)c1ccc(CNC(=O)OCC(F)(F)F)cc1 | i | 2% | 7 | 1% | 7% | -8% | -4% | 5% | -1%
C/C(=N\NC(=O)c1ccc(Cl)cc1)c1ccccn1 | ? | ? | -92* | -24% | ? | ? | ? | ? | 3.7µM*
CN=C1S/C(=C\c2ccc(N3CCOCC3)c(F)c2)C(=O)N1C | i | 8% | 13 | -15% | 1% | ? | ? | 1% | 19%
O=C(NCCOc1cccc(Oc2ccccc2)c1)c1cc(-n2cnnc2)ccc1Cl | i | -3% | 30 | -1% | ? | -2% | 0% | -15% | 3%
CC(=O)O[C@@]1(C)C[C@@H](O)[C@]2(O)C=CO[C@@H](O[C@@H]3O[C@H](CO)[C@@H](O)[C@H](O)[C@H]3O)[C@@H]21 | i | 5% | 25 | 1% | 13% | 26% | -5% | 14% | -28%
COc1cc([C@@H]2CC=C(C(=O)O)CN2S(=O)(=O)c2ccc(C)cc2)cc(OC)c1OC | i | 6% | 4 | 17% | 12% | 2% | -6% | 12% | -5%
O=C(CCCCn1c(=O)c2ccccc2n(CC(=O)Nc2ccc(F)cc2F)c1=O)NCCc1ccccc1 | i | -1% | / | -8% | / | 3% | / | / | /
Cc1ccc(NC(=S)Nc2cccc(S(=O)(=O)Nc3c(C)n(C)n(-c4ccccc4)c3=O)c2)cc1 | i | 10% | -8 | -20% | 21% | 6% | -15% | 11% | -4%
Cc1cc2oc(=O)cc(Cn3ccnc3)c2cc1O | ? | / | -9 | 2% | 5% | 3% | -1% | -3% | 2%
C=CCC(c1ccccc1F)N(CCN1CCOCC1)C(=O)Nc1cccc(Cl)c1 (stereo unspecified) | / | / | -4 | -9% | -17% | -13% | 2% | -12% | 15%
CCOC(=O)c1c(N)sc(C(=O)N2CCCC2)c1C | i | 33% | -7 | 5% | -1% | 10% | ? | -6% | ?
COC(=O)c1cc(NC(=O)CN(C)Cc2ccccc2)cc(C(=O)OC)c1 | i | -1% | 28 | 2% | 11% | 16% | -91%[inhibitor] | -15% | -12%
Cc1ccn2c(Nc3ccc4c(c3)OCO4)c(-c3ccccn3)nc2c1 | ? | ? | -98* | -5% | ? | ? | 14% | ? | -3%

The list goes on:
Field names – A = ATXN viability; B = ATXN2 expr inh; C = IL1B secr inh; D = HepG2 viability; E = HT1080 IDH1KD tx; F = KB-3-1 cytotox; G = SW480 rereplic; H = HT1080-NT tox; I = MCF10A rerep
Cc1onc(-c2ccccc2)c1C(=O)Nc1ccc(N2CCOCC2)cc1
  A = ?; B = 9%; C = ?; D = 3%; E = 8%; F = ?; G = 3%; H = 16%; I = 1%
Fc1cccc2sc(N3CCCCC3)nc12
  A = i; B = 40%[activator]; C = -29; D = 0%; E = 0%; F = -4%; G = ?; H = -9%; I = 5%
Cc1cc(C)n(-c2nc3c(c(=O)n(C)c(=O)n3C)n2C)n1
  A = i; B = -5%; C = 9; D = 14%; E = 9%; F = -1%; G = -12%; H = 11%; I = 3%
O=C(NC(=S)NCCC1=CCCCC1)c1ccccc1Br
  A = i; B = 63%[activator]; C = 64; D = -17%; E = -15%; F = 0%; G = 3%; H = -16%; I = ?
CCOC(=O)c1c(C)oc2ncnc(Nc3ccc(OCC)cc3)c12
  A = i; B = 0%; C = /; D = 0%; E = /; F = 1%; G = /; H = /; I = /
COc1ccc(/C=C(\NC(=O)c2ccco2)C(=O)NC(Cc2ccccc2)C(=O)O)cc1 (stereo unspecified)
  A = i; B = -3%; C = 1; D = -8%; E = 2%; F = 0%; G = 4%; H = 10%; I = -9%
C[C@@H]1CN([C@@H](C)CO)C(=O)c2cc(Br)cnc2O[C@H]1CN(C)C(=O)c1ccc2c(c1)OCO2
  A = i; B = -7%; C = 14; D = 0%; E = 1%; F = -16%; G = /; H = 0%; I = /
COc1ccc(C(=O)NN=C2CCCC2)cc1OC
  A = i; B = 17%; C = 26; D = 1%; E = -25%; F = -3%; G = -8%; H = -15%; I = 1%
Cc1ccc(CC(SCc2ccccc2)C(=O)O)cc1C (stereo unspecified)
  A = i; B = -7%; C = 17; D = 4%; E = 4%; F = -3%; G = 1%; H = 2%; I = 18%
Cc1ccc(C)c(-c2nc(Cn3c(=O)cc(-c4ccccc4)c4c(C)nn(C)c43)c(C)o2)c1
  A = i; B = 1%; C = /; D = -4%; E = /; F = 5%; G = /; H = /; I = /
N#C/C(=C\c1c[nH]c2ccccc12)C(=O)NC1CC1
  A = i; B = 89%[activator]; C = ?; D = 3%; E = -7%; F = -8%; G = -1%; H = -5%; I = 6%
COC(=O)c1ccc(OCC(=O)c2ccc(C)c(C)c2)cc1
  A = i; B = 67%[activator]; C = 30; D = 9%; E = -1%; F = 18%; G = -4%; H = 1%; I = 13%
COC(=O)[C@H](C(C)C)N(Cc1ccccc1)S(=O)(=O)CCNC1CCCC1
  A = i; B = -3%; C = -20; D = -30%; E = -7%; F = 0%; G = -3%; H = -1%; I = -4%
Cc1nc(NC(C)c2ccccc2)c2c3c(sc2n1)CCC3 (stereo unspecified)
  A = i; B = -20%; C = -1; D = -39%; E = -2%; F = ?; G = ?; H = -1%; I = 10µM*
Cc1ccc(NC(=S)N/N=C/c2ccc([N+](=O)[O-])s2)cc1
  A = /; B = ?; C = -73*; D = -71%; E = ?; F = ?; G = 6.5µM*; H = ?; I = 10µM*
O=C(COC(=O)c1cccc(S(=O)(=O)N2CCOCC2)c1)Nc1nc(-c2ccccc2Cl)cs1
  A = i; B = 27%; C = -23; D = -6%; E = -1%; F = 15%; G = -9%; H = -10%; I = 6%
COc1ccc2oc(C(=O)OCC(=O)N(C)c3c(N)n(Cc4ccccc4)c(=O)[nH]c3=O)c(C)c2c1
  A = i; B = 1%; C = -3; D = 7%; E = 0%; F = 11%; G = 2%; H = -6%; I = 1%
CSCC[C@H](NC(=O)C1CCN(S(=O)(=O)c2ccc(C)cc2)CC1)C(=O)NCc1ccco1
  A = i; B = -2%; C = -25; D = -1%; E = -2%; F = -5%; G = 14%; H = -8%; I = 27%
CN(C)CCN(C)c1cc2c(c3c1ccn3C)C1CCC2O1 (stereo unspecified)
  A = i; B = 12%; C = -3; D = -13%; E = 4%; F = 0%; G = /; H = 7%; I = /
CC1(C)C(C=C(Cl)Cl)C1C(=O)NC(O)C(=O)c1ccccc1 (stereo unspecified)
  A = i; B = 21%; C = 33; D = -10%; E = -5%; F = 13%; G = -8%; H = -11%; I = -12%
CCn1nnnc1NCc1ccc(OCc2c(F)cccc2Cl)c(OC)c1
  A = i; B = /; C = -5; D = 21%; E = -12%; F = 0%; G = -25%; H = 23%; I = 3%

Seven entries from above, set out differently:
Below each compound: ATXN viability, ATXN2 expr inh, IL1B secr inh, HepG2 viability, HT1080 IDH1KD tx, KB-3-1 cytotox, SW480 rereplic, HT1080-NT tox, MCF10A rerep
COC(=O)[C@H](C(C)C)N(Cc1ccccc1)S(=O)(=O)CCNC1CCCC1
    i, -3%, -20, -30%, -7%, 0%, -3%, -1%, -4%
Cc1nc(NC(C)c2ccccc2)c2c3c(sc2n1)CCC3 (stereo unspecified)
    i, -20%, -1, -39%, -2%, ?, ?, -1%, 10µM*
Cc1ccc(NC(=S)N/N=C/c2ccc([N+](=O)[O-])s2)cc1
    /, ?, -73*, -71%, ?, ?, 6.5µM*, ?, 10µM*
O=C(COC(=O)c1cccc(S(=O)(=O)N2CCOCC2)c1)Nc1nc(-c2ccccc2Cl)cs1
    i, 27%, -23, -6%, -1%, 15%, -9%, -10%, 6%
COc1ccc2oc(C(=O)OCC(=O)N(C)c3c(N)n(Cc4ccccc4)c(=O)[nH]c3=O)c(C)c2c1
    i, 1%, -3, 7%, 0%, 11%, 2%, -6%, 1%
CSCC[C@H](NC(=O)C1CCN(S(=O)(=O)c2ccc(C)cc2)CC1)C(=O)NCc1ccco1
    i, -2%, -25, -1%, -2%, -5%, 14%, -8%, 27%
CN(C)CCN(C)c1cc2c(c3c1ccn3C)C1CCC2O1 (stereo unspecified)
    i, 12%, -3, -13%, 4%, 0%, /, 7%, /

From PubChem

Compounds as they come. Share with any hit: about 8.9%.
